MRP reversal: MRP-mediated drug resistance reversal; H69AR cells + 2 uM doxorubicin, CellTiter-Glo, 72 h; differential viability (reversal), % at 10 µM; actives 0.04% (n = 85,000);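 active means viability drop by adding the cancer drug above about 55%, with treated viability meeting a 40% cutoff, limit read from the data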;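 further: viability without doxorubicin minus viability with 2 µM doxorubicin for each compound; larger differential means the compound sensitizes cells more to doxorubicin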
IL1B NFkB pot: enhances IL-1B driven NFkB nuclear translocation; actives 0.3% (n = 94,000); activation, % at 2 µM; HUVEC IL-1B NFkB p65 nuclear translocation imaging;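 active means activation above 40%, about the mean plus 3 SD, also judged a hit on visual image review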;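 further: percent activation is computed from the nuclear over cytoplasmic p65 intensity ratio; values of inactives mirror those of a sister screen read the other way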
IL1B NFkB inh: blocks IL-1B driven NFkB nuclear translocation in HUVEC cells; HUVEC IL-1B NFkB p65 nuclear translocation imaging; inhibition, % at 2 µM; actives 0.43% (n = 94,000); AID 796;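 active means inhibition above about 30% together with a positive call from visual inspection of the well image, limit read from the data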;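 further: nuclear over cytoplasmic p65 intensity ratio measured by imaging; 0% = IL-1B stimulated DMSO wells and 100% = unstimulated DMSO wells; values of inactives mirror those of a sister screen read the other way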
PLAP inhibitors HTS: PLAP enzyme inhibitors, biochemical, luminescence, HTS (AID 690) | purified PLAP, luminescent substrate; higher % means a stronger effect | one-dose inhibition, % at 20 µM; IC50 in µM for titrated hits | actives 0.08% (n = 96,000); in the data active means a potency from the dose series; inactive means the rest, 99 in 100 with inhibition below about 30%; further: strong numbers were not always called active
Bcl-B TR3 displacers: displacers of TR3 peptide from Bcl-B, primary screen, selectivity assay for Bfl-1 inhibitor project, biochemical, fluorescence polarization; FP displacement of FITC-TR3 peptide from Bcl-B; higher % means a stronger effect; displacement, % at 20 µM; hits with a dose series show IC50 in µM; AID 748; actives 0.11% (n = 96,000);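 active means displacement above 50% at 20 µM plus a fluorescence interference ratio under 1.5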;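 further: plate controls were wells without compound for no effect and wells lacking Bcl-B protein for full effect; a part of the inactive calls stands beside numbers as strong as those of hits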
MRP reversal cytotoxicity: recorded beside MRP reversal, whose call it bears; viability, %; H69AR cells, CellTiter-Glo, 72 h; measured here: cytotoxicity without doxorubicin
MRP reversal with doxorubicin: further read-out of MRP reversal, marked with its call; viability, %; measured here: viability with 2 uM doxorubicin; hits give low values
IL1B NFkB inh cell count 2 µM: second read-out of IL1B NFkB inh, no call of its own (marks repeat the call); cell count; measured here: cells passing quality filter;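 raw number of nuclei counted in each imaged well without normalization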
IL1B NFkB pot cell count 2 µM: recorded beside IL1B NFkB pot, whose call it bears; cell count; measured here: cells passing quality filter
* = called active by the depositor; x = no result given. The list is partial; rates above refer to the full screens.

canonical_smiles	MRP reversal	MRP reversal cytotoxicity	MRP reversal with doxorubicin	IL1B NFkB pot	IL1B NFkB pot cell count 2 µM	IL1B NFkB inh	IL1B NFkB inh cell count 2 µM	PLAP inhibitors HTS	Bcl-B TR3 displacers
COc1ccc2c(c1)C(C)=CC(C)(C)N2C(=O)CSc1nnc(-c2ccc(C)cc2)o1	-1.4	73.2	74.6	27.4	139	-27.4	139	-0.5%	-3.5%
N#Cc1ccc(CSc2nnc(-c3cccnc3)n2-c2ccccc2)cc1	4.5	78.8	74.2	x	x	x	x	21.7%	-6.6%
O=C1OC(Nc2nccs2)c2ccccc21 (configuration not stated)	-4.0	82.7	86.7	24.9	124	-24.9	124	-1.0%	5.7%
CCN(CC)C(=O)CN(Cc1ccccc1)S(=O)(=O)c1ccc(F)cc1	12.4	92.0	79.6	12.2	168	-12.2	168	19.9%	4.5%
NC(=O)c1c(NC(=O)c2ccco2)sc2c1CCC2	-4.4	62.6	67.0	-7.6	133	7.6	133	4.7%	-11.8%
CCOC(=O)CCCNC(=O)c1cncc(Br)c1	x	x	x	-4.7	123	4.7	123	1.6%	2.8%
Cc1nn(Cc2c(Cl)cccc2Cl)c(C)c1NC(=O)c1cn(-c2ccccc2)nc1-c1ccccc1	x	x	x	-1.7	138	1.7	138	1.1%	3.3%
CC(C)(C)NC(=O)Cn1c(=O)oc2ccc(Cl)cc21	-2.5	97.2	99.7	10.4	67	-10.4	67	x	x
CCCCOc1ccc(-c2ncc(C(=O)O)c(C)n2)cc1	0.3	97.8	97.4	-2.0	197	2.0	197	-13.0%	1.2%
c1ccc(OCCn2c(-c3ccco3)nc3ccccc32)cc1	14.6	85.5	70.9	-1.0	181	1.0	181	-1.7%	-4.4%
COc1ccccc1NC(=O)CCN1CCN(Cc2ccccc2)CC1	-14.2	73.1	87.3	4.0	44	-4.0	44	-96.5%	-6.4%
CCOc1ccc(N2C(=O)c3ccccc3C2=O)cc1	5.2	97.8	92.6	7.6	166	-7.6	166	2.3%	3.4%
C/C(=N\Nc1cc(Cl)nc(C)n1)c1ccc(C)cc1	x	x	x	-0.7	129	0.7	129	x	x
O=C(CN1C(=O)COc2ccccc21)N1CCc2ccccc21	6.2	106.0	99.9	0.7	130	-0.7	130	15.2%	3.0%
Fc1ccccc1COc1ccc(Br)cc1CNCc1ccncc1	x	x	x	-11.4	162	11.4	162	-72.6%	-4.6%
COC(=O)c1ccccc1NC(=O)CSc1nnc(-c2ccncc2)o1	-5.2	94.4	99.6	x	x	x	x	-1.5%	0.0%
Cc1ccc(C(=O)NCc2ccccn2)c(Cl)c1	-1.4	83.7	85.1	2.7	150	-2.7	150	-8.8%	-9.6%
O=C(NCc1ccc2c(c1)OCO2)c1ccc(C2SCC(=O)N2Cc2ccco2)cc1 (configuration not stated)	18.4	97.5	79.0	16.4	153	-16.4	153	-72.3%	-28.7%
COc1ccc(CCNCc2csc3nc4ccccc4n23)cc1OC	5.2	81.6	76.4	11.1	153	-11.1	153	6.2%	0.2%
Cc1ccc(N(c2ncnc(N)c2[N+](=O)[O-])C2CCCCC2)cc1	x	x	x	25.4	163	-25.4	163	6.2%	0.4%
Cc1ccc(C(Sc2ccccc2)C(Cn2cncn2)C(=O)c2ccccc2)cc1 (configuration not stated)	x	x	x	-3.5	185	3.5	185	-16.8%	0.5%
CCOc1cc(CNCCc2ccc(S(N)(=O)=O)cc2)ccc1OCC(=O)NC(C)(C)C	x	x	x	1.9	206	-1.9	206	-9.5%	-5.6%
COc1ccccc1N(C)S(=O)(=O)c1ccc(C(=O)NCC(C)C)cc1	x	x	x	-12.8	130	12.8	130	-62.7%	-2.6%
COc1ccc(OCc2nnc3n2N=C(c2ccc(Br)cc2)CS3)cc1	9.4	90.4	81.0	-1.4	187	1.4	187	20.6%	7.9%
COCC(=O)N(Cc1ccco1)c1nnc(C2CCOC2)s1 (configuration not stated)	6.2	103.3	97.2	-7.7	51	7.7	51	7.8%	-1.3%
COc1ccccc1OCc1nnc(SCC(=O)N2CCCCC2)n1-c1ccccc1	3.4	95.1	91.7	-5.6	105	5.6	105	-63.8%	0.9%
COc1cc(-c2nnc(COC(=O)CSc3cc(C)c4ccccc4n3)o2)cc(OC)c1OC	-2.8	78.3	81.1	12.4	196	-12.4	196	-15.8%	-10.4%
CCOC(=O)c1cc(CC)sc1NC(=O)c1ccc(N2CCOCC2)c([N+](=O)[O-])c1	x	x	x	-4.1	111	4.1	111	-2.6%	2.4%
O=C(CCn1c(=S)[nH]c2ccccc2c1=O)NCC1CCCO1 (configuration not stated)	-9.5	92.4	101.9	-1.6	164	1.6	164	15.0%	-4.1%
CCCn1nc(NS(=O)(=O)c2ccccc2)c2cc3ccccc3nc21	15.9	86.5	70.7	x	x	x	x	3.1%	-9.0%
COCCn1c(-c2ccco2)nc2nc3ccccc3nc21	x	x	x	x	x	x	x	15.0%	16.7%
CCN(CC(=O)Nc1ccccc1OC)C(=O)Cn1cnc2ccccc2c1=O	8.5	92.7	84.2	1.5	184	-1.5	184	-0.8%	10.3%
NC(=O)C1(N2CCCCC2)CCN(c2nc(-c3ccc(Br)cc3)cs2)CC1	-20.0	49.1	69.1	3.6	119	-3.6	119	16.9%	-8.3%
N#Cc1cc2c(nc1SCC(=O)Nc1nccs1)CCCCC2	-4.0	68.9	72.9	20.5	154	-20.5	154	12.7%	-11.5%
CS(=O)(=O)N1CCC(C(=O)Nc2ccccc2Sc2ccccc2)CC1	11.6	99.5	88.0	2.3	138	-2.3	138	11.0%	-5.1%
O=C(Cn1c(=O)n(CCC(=O)N2CCc3ccccc3C2)c(=O)c2ccccc21)NCC1CCCO1 (configuration not stated)	-1.9	99.4	101.4	-2.8	178	2.8	178	-14.8%	-5.1%
COc1ccc(-c2ccc(-c3noc(-c4ccccc4)n3)c(OC)n2)cc1	2.3	97.6	95.3	9.3	177	-9.3	177	-16.1%	-36.0%
CCOc1cc(-n2cnnn2)c(OCC)cc1NC(=O)c1cc2ccc(N(CC)CC)cc2oc1=O	-7.8	13.1	20.8	0.9	190	-0.9	190	x	x
Cc1cc(C)n(-c2nc(NCC3CCCO3)c3c4c(sc3n2)COC(C)(C)C4)n1 (configuration not stated)	7.8	10.2	2.4	-6.9	69	6.9	69	-51.0%	-9.6%
CC(NS(=O)(=O)c1ccc(OCC(=O)N2CCOCC2)c(Cl)c1)c1ccccc1 (configuration not stated)	24.9	89.0	64.0	11.4	174	-11.4	174	-70.1%	-6.4%
O=C(NC1CCCCC1)C1CCCN1C(=O)NCc1ccccc1 (configuration not stated)	-21.2	86.6	107.8	9.0	120	-9.0	120	14.2%	3.4%
Cc1ccnc(NCn2nnc3ccccc32)c1	x	x	x	9.2	104	-9.2	104	10.1%	5.6%
O=C(NCCCO)C12CC3CC(CC(C3)C1)C2	-5.4	88.3	93.7	18.1	126	-18.1	126	x	x
CC1CC(NC(=O)C2(C)CC2(Cl)Cl)CC(C)(C)C1 (configuration not stated)	x	x	x	2.3	167	-2.3	167	4.3%	-11.1%
CCCS(=O)(=O)c1c(S(=O)(=O)CCC)c2cc(CC)ccn2c1C(=O)OC	1.9	24.2	22.3	-5.2	95	5.2	95	-36.1%	4.6%
CCSc1nnc(NC(=O)CSc2nc3c(c(=O)n2C)SC(C)C3)s1 (configuration not stated)	-20.8	64.6	85.4	-2.1	82	2.1	82	8.9%	-4.5%
Cc1c(C(=O)Nc2nnc(C(F)(F)F)s2)oc2ccccc12	-20.4	58.4	78.8	x	x	x	x	-20.3%	-2.8%
Cc1ccc(CNC(=O)C2c3ccccc3C(=O)N(C)C2c2c[nH]c3ccccc23)o1 (configuration not stated)	1.7	83.5	81.8	11.5	85	-11.5	85	-16.4%	-6.9%
Cc1ccc(N2C(=O)CC(n3ccnc3)C2=O)cc1C (configuration not stated)	5.9	105.5	99.6	2.8	176	-2.8	176	-8.1%	-0.2%
Cc1cc(C)n(-c2nc(SCCN(C)C)c3c4c(sc3n2)COC(C)(C)C4)n1	x	x	x	8.8	185	-8.8	185	-54.5%	-15.5%
Cc1cccc(NC(=O)C2CCCN2C(=O)Oc2ccccc2)c1 (configuration not stated)	-1.0	99.1	100.1	18.3	162	-18.3	162	-26.6%	-1.2%
CC1CC(C(F)(F)F)n2ncc(C(=O)O)c2N1 (configuration not stated)	x	x	x	x	x	x	x	-5.6%	-3.6%
COc1ccc(OC)c(NC(=S)NN2CCN(C)CC2)c1	x	x	x	5.8	132	-5.8	132	-12.9%	1.8%
O=C(COc1ccccc1)Nc1cccc(-c2nnc(-c3ccccc3)o2)c1	-3.0	85.5	88.5	x	x	x	x	-12.3%	0.3%
O=C(O)c1cc(NCc2ccc(F)cc2)ccc1N1CCOCC1	-18.8	89.4	108.2	0.7	170	-0.7	170	-7.4%	12.8%
CCCN(C(=S)Nc1ccccc1)C1CCS(=O)(=O)C1 (configuration not stated)	x	x	x	18.5	164	-18.5	164	15.8%	-3.2%
CC1(C)Cc2c(c(N3CCOCC3)nc3snc(NC(=O)c4ccccc4)c23)CO1	-31.8	36.5	68.3	23.8	196	-23.8	196	-8.9%	8.3%
COC(=O)c1cc2ccccc2oc1=O	-1.8	103.1	104.9	10.3	104	-10.3	104	-4.7%	-7.6%
Cc1nc(NCc2ccco2)c(C#N)c2c1COC(C)(C)C2	10.0	84.3	74.4	x	x	x	x	2.2%	4.1%
CCOC(=O)N1CCC(NS(=O)(=O)c2ccc3c(c2)C(C)(C)C(=O)N3C)CC1	7.8	91.0	83.1	x	x	x	x	-17.5%	-5.2%

(cont.)
canonical_smiles	MRP reversal	MRP reversal cytotoxicity	MRP reversal with doxorubicin	IL1B NFkB pot	IL1B NFkB pot cell count 2 µM	IL1B NFkB inh	IL1B NFkB inh cell count 2 µM	PLAP inhibitors HTS	Bcl-B TR3 displacers
CCC(CC)C(=O)Nc1c2cnn(-c3ccccc3)c2nc(=O)n1-c1ccccc1	-6.4	87.5	93.9	3.6	80	-3.6	80	-27.2%	-7.6%
CC1Cc2ccccc2N1C(=O)c1cnc2ccccn2c1=O (configuration not stated)	18.9	88.4	69.6	x	x	x	x	7.8%	3.9%
COc1ccccc1CNc1nc2nc3c(c(=O)n2[nH]1)CCC3	12.1	98.2	86.0	22.9	128	-22.9	128	5.4%	9.2%
O=C(CN(CC1CCCO1)C(=O)CCC(=O)Nc1nccs1)NCc1ccccc1 (configuration not stated)	-2.1	88.6	90.7	-4.0	109	4.0	109	x	x
COc1ccc(Nc2nc(N3CCCC3)c3ccccc3n2)cc1	-15.3	35.9	51.3	x	x	x	x	-16.8%	12.9%
CN(CC(=O)NCc1ccco1)S(=O)(=O)c1ccc2c(c1)n(C)c(=O)c(=O)n2C	10.8	92.0	81.1	x	x	x	x	3.6%	-7.5%
CC[C@@H](C)[C@H](NS(=O)(=O)c1ccc(C)cc1)C(=O)N1CCC(C(=O)NCC(=O)O)CC1	-10.8	85.7	96.6	20.9	167	-20.9	167	-32.8%	-1.0%
C/C(=C\C(=O)c1ccc(Cl)cc1)NCc1ccc2c(c1)OCO2	x	x	x	6.9	138	-6.9	138	1.1%	-7.4%

3 of the compounds above, as labelled records.
CC[C@@H](C)[C@H](NS(=O)(=O)c1ccc(C)cc1)C(=O)N1CCC(C(=O)NCC(=O)O)CC1
  MRP reversal: -10.8
  MRP reversal cytotoxicity: 85.7
  MRP reversal with doxorubicin: 96.6
  IL1B NFkB pot: 20.9
  IL1B NFkB pot cell count 2 µM: 167
  IL1B NFkB inh: -20.9
  IL1B NFkB inh cell count 2 µM: 167
  PLAP inhibitors HTS: -32.8%
  Bcl-B TR3 displacers: -1.0%
COc1ccccc1CNc1nc2nc3c(c(=O)n2[nH]1)CCC3
  MRP reversal: 12.1
  MRP reversal cytotoxicity: 98.2
  MRP reversal with doxorubicin: 86.0
  IL1B NFkB pot: 22.9
  IL1B NFkB pot cell count 2 µM: 128
  IL1B NFkB inh: -22.9
  IL1B NFkB inh cell count 2 µM: 128
  PLAP inhibitors HTS: 5.4%
  Bcl-B TR3 displacers: 9.2%
CCC(CC)C(=O)Nc1c2cnn(-c3ccccc3)c2nc(=O)n1-c1ccccc1
  MRP reversal: -6.4
  MRP reversal cytotoxicity: 87.5
  MRP reversal with doxorubicin: 93.9
  IL1B NFkB pot: 3.6
  IL1B NFkB pot cell count 2 µM: 80
  IL1B NFkB inh: -3.6
  IL1B NFkB inh cell count 2 µM: 80
  PLAP inhibitors HTS: -27.2%
  Bcl-B TR3 displacers: -7.6%

High-throughput results: PubChem BioAssay, several laboratories
